Shiga inhibitor: Shiga toxin inhibition; Vero cells, Shiga toxin protein synthesis inhibition reporter; inhibition, % at 38.7 µM; 290,000 compounds, 9.2% hits; AID 2315; in the data active = inhibition mostly above about 28%, no sharp cut-off; inactive = mostly below about 43%; note: 0% is about no effect
Pf growth 48h: P. falciparum growth inhibition at 48 hours (one generation); 310,000 compounds, 5.9% hits; Potency, µM (doses to about 28.7 µM), for inactives: top-dose activity change, negative = inhibition, usual class: inhibitors; P. falciparum luciferase growth in erythrocytes, 48 h; AID 504832; note: potency is the fitted concentration of half-maximal effect; % is set by controls: 0 for no effect and ±100 for the full control effect
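Luciferase-expressing P. falciparum in infected erythrocytes (2% hematocrit, 0.1% parasitemia final) in RPMI 1640/0.5% Albumax were exposed to compound for 48 hours at 37 C, 5% CO2; growth read as luminescence.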
FBPA Giardia inh: blocks Giardia fructose-bisphosphate aldolase activity. A8B2U2. purified Giardia FBPA. Potency, µM (highest dose often 59.6 µM), for inactives: at the top dose activity, negative = inhibition, usual class: inhibitors. 290,000 compounds, 0.71% hits. AID 2451; note: potency is the fitted concentration of half-maximal effect; % is set by controls: 0 for no effect and ±100 for the full control effect; nearly all actives have a fitted effect of over 55% in size
Target sequence (A8B2U2 whole entry, looked up): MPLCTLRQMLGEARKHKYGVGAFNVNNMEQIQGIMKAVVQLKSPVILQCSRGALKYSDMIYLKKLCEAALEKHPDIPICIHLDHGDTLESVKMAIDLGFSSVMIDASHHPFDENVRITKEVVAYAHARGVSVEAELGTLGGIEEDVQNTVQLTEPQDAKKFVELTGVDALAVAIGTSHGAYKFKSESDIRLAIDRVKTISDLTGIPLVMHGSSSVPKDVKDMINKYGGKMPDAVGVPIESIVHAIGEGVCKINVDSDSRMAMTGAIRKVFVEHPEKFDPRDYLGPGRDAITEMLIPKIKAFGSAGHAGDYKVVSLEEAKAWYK
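Giardia FBPA (40 nM reagent) was preincubated 10 min at RT with compound (up to 57.5 uM final), then substrate plus GAPDH/TPI/NAD/arsenate coupling system with diaphorase/resazurin was added; resorufin fluorescence (525/598 nm) was read after 20 min.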
Sm TGR inh: S. mansoni TGR enzyme inhibition; Q962Y6; purified TGR, DTNB reduction, TNB absorbance 405 nm; Potency, µM (titrated, usually from 114 µM), for the others: at the highest dose activity change, negative = inhibition, usual class: inhibitors; 360,000 compounds, 3% hits; AID 485364; note: potency is the fitted concentration of half-maximal effect; % is set by controls: 0 for no effect and ±100 for the full control effect; nearly all actives have a fitted effect of over 60% in size
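Kinetic colorimetric format: TGR-catalysed, NADPH-driven DTNB reduction monitored via TNB absorbance. Enzyme dispensed at 20 nM; compound exposure 15 min at room temperature before reaction start.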
Cycloheximide cs: counter-screen for Shiga toxin inhibitors: cycloheximide protein synthesis inhibition. cell reporter, cycloheximide protein synthesis inhibition counterscreen. AID 2314. max response, %. 300,000 compounds, 12% hits; in the data active = max response mostly above about 13%, no sharp cut-off; inactive = mostly below about 14%; note: read at 38.3 µM for the half of the compounds with a filed dose; 0% is about no effect
Pf growth 96h: inhibits malaria parasite growth, 96 h; 320,000 compounds, 6.9% hits; Potency, µM (top dose mostly 28.7 µM), for inactives: at the top dose activity change, negative = inhibition, actives largely listed as inhibitors; AID 504834; P. falciparum luciferase reporter growth, 96 h; note: potency is the fitted concentration of half-maximal effect; % is set by controls: 0 for no effect and ±100 for the full control effect
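P. falciparum expressing integrated firefly luciferase, in erythrocytes at 2% hematocrit, 0.05% parasitemia, incubated with compounds 96 h at 37 C, 5% CO2. Growth inhibition read as loss of luminescence; two-generation exposure targets delayed-death apicoplast inhibitors.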
An asterisk follows results filed as active; ? = inconclusive; nt = not tested or not shown; & = joins results of further samples; [ ] = dose if it differs, or a comment. Unless noted, calls come from the whole dose curve; as a rule, active = well fitted curve in the direction sought with a large enough effect; inconclusive = small, poorly fitted or top-dose-only effect, or another doubt; inactive = no such curve, though single readings can be large; an effect the other way counts as inactive or inconclusive.

SMILES	Shiga inhibitor	Pf growth 48h	FBPA Giardia inh	Sm TGR inh	Cycloheximide cs	Pf growth 96h
Cc1nnc(NC(=O)CSc2nc(C(C)C)nc3sc(C)c(C)c23)s1	13	88%[activator]	0%	-43%	-5	127%[activator]
O=C1/C(=C\c2ccco2)SC(=S)N1Cc1ccccc1	-2	-5%	-13%	?	-1	?
Cc1oc(-c2ccccc2Cl)nc1CN1CCCC1c1ccc(F)cc1 (stereo not drawn)	-15	?	-2%	-14%	5	6.6µM*
Cc1ccc(-c2nn(-c3cccc(F)c3)cc2CNCc2cccnc2)o1	27	?	1%	-8%	10*	26%
CN(Cc1ccccc1)C(=O)c1ccccc1NC(=O)c1ccccc1	-13	5%	8%	0%	-3	33%[activator]
COc1ccc(/C=N/NC(=O)c2ccncc2)cc1CN1CCN(c2ccc(F)cc2)CC1	-6	-2%	0%	0%	2	3.7µM*
COC(=O)N1CCc2c(sc(NC(=O)C3=COCCO3)c2C#N)C1	nt	32%[activator]	nt	0%	nt	-9%
O=C(c1cc(=O)[nH]c2ccc(Br)cc12)N1CCC2(CC1)OCCO2	-23	17%	3%	0%	-4	237%[activator]
Cc1c(C(=O)N2CCN(CC(=O)Nc3ccccc3Cl)CC2)oc2ccc(Br)cc12	nt	?	nt	3%	nt	?
Cc1cccc(-n2c(SCc3ccc([N+](=O)[O-])cc3)nnc2-c2c[nH]c3ccccc23)c1	-5	?	0%	nt	-4	?
Cn1c(CN2CCCCC2)nc2cc(NC(=O)c3cccs3)ccc21	43*	10µM*	-10%	-4%	28*	-27%
C#CCOC(=O)CCCNc1ccc([N+](=O)[O-])cc1[N+](=O)[O-]	-14	21%	1%	0%	-3	?

Overlap with the part before: 5 compounds; new compounds follow.
SMILES	Shiga inhibitor	Pf growth 48h	FBPA Giardia inh	Sm TGR inh	Cycloheximide cs	Pf growth 96h
O=C(c1cc(=O)[nH]c2ccc(Br)cc12)N1CCC2(CC1)OCCO2	-23	17%	3%	0%	-4	237%[activator]
Cc1c(C(=O)N2CCN(CC(=O)Nc3ccccc3Cl)CC2)oc2ccc(Br)cc12	nt	?	nt	3%	nt	?
Cc1cccc(-n2c(SCc3ccc([N+](=O)[O-])cc3)nnc2-c2c[nH]c3ccccc23)c1	-5	?	0%	nt	-4	?
Cn1c(CN2CCCCC2)nc2cc(NC(=O)c3cccs3)ccc21	43*	10µM*	-10%	-4%	28*	-27%
C#CCOC(=O)CCCNc1ccc([N+](=O)[O-])cc1[N+](=O)[O-]	-14	21%	1%	0%	-3	?
O=C(COc1ccc(S(=O)(=O)N2CCCC2)cc1Cl)NCc1ccc2c(c1)OCO2	-5	-29%	0%	2%	3	33%[activator]
CN(C(=O)Nc1ccccc1)C1CCCCC1	67	35%[activator]	1%	11%	14	40%[activator]
O=c1c2cc(Br)ccc2nc2n1CCCCC2	55	9%	nt	2%	29*	85%[activator]
C=CCn1c(C)c(C(C)=O)c(N2CCN(c3ccccc3)CC2)nc1=S	-12	-25%	nt	2%	1	?
CC(=O)Nc1cc(NC(C)=O)c(CC(C)C)s1	23	1%	5%	-5%	-1	nt
CCN(CC)CCCOC(=O)C(OC)(c1ccccc1)c1ccccc1	-3	nt	-3%	-8%	-6	-27%
CC(=O)c1c(Cl)nc2cccc3c2c1-c1ccccc1C3=O	-11	-8%	6%	3%	-3	-2%
COc1ccc(C(=O)COC(=O)c2ccc(Cl)nc2)c(OC)c1	nt	43%[activator]	nt	4%	nt	31%[activator]
S=c1[nH]cc(-c2ccccc2)n1-c1ccccc1Cl	2	?	-8%	1%	-2	?
Cc1cccc(C(=O)OCc2cncs2)c1	53	29%	4%	-7%	33*	-1%
CC(C(=O)c1ccccc1)[n+]1cccc(Br)c1 (stereo not drawn)	-2	-3%	0%	-26%	-1	79%[activator]
COc1ccc(CCNC(=O)CSc2nc(O)c(CCC(C)C)c(=O)[nH]2)cc1OC	-1	-4%	-1%	0%	-2	?
CN1C(=O)CC(N2CCC(c3nc4ccccc4s3)CC2)C1=O (stereo not drawn)	-16	27%	-2%	-6%	10	nt
CCCCCOc1ccc(CN2CCOCC2)cc1Cl	102*	225%[activator]	-8%	2%	41*	nt
N/C(=N\OC(=O)c1ccc2c(c1)OCO2)c1cccnc1	58*	-23%	1%	13%	21*	77%[activator]
C=CCc1ccc(OCCOCCNCCOC)c(OC)c1	18	19%	-2%	-24%	-5	16%
COC(=O)NCC(c1ccc2c(c1)OCO2)N1CCN(c2ccccc2)CC1 (stereo not drawn)	-3	7%	0%	-21%	-5	5%
O=C(OCC1OC(Oc2ccc(O)cc2)C(O)C(O)C1O)c1ccccc1 (stereo not drawn)	nt	8%	nt	-1%	nt	11%
O=C(CNC(=S)N(CCCN1CCOCC1)Cc1cccs1)NC1CCCC1	-10	-8%	4%	13%	-2	?
COc1ccc(CNC(=O)CCCn2ccc3cc(S(=O)(=O)N4CCCC4)ccc32)cc1	-4	?	-14%	-1%&8%	18	?
O=C(COc1ccc2ccc(=O)oc2c1)NCCCn1ccnc1	28	9%	-3%	-4%	-4	34%[activator]
O=[N+]([O-])c1ccc(S(=O)(=O)CC2CSc3nc4ccccc4n32)cc1 (stereo not drawn)	-10	1%	2%	-19%	-4	19%
Cc1cccc(C(=O)N[C@H](C(=O)OCC(=O)NC2CCS(=O)(=O)C2)C(C)C)c1 (stereo partly drawn)	5	10%	0%	-8%	3	36%[activator]
O=C(NCCC1=CCCCC1)C1CCC(CNc2c(N3CCCC3)c(=O)c2=O)CC1 (stereo not drawn)	-6	?	3%	-1%	-3	?
C=CCn1cc(F)c(=O)n(CC=C)c1=O	18	22%	8%	1%	-3	?
CC(=O)Nc1ccc(S(=O)(=O)Oc2ccc(C(=S)N3CCCCC3)cc2)cc1	-2	-5%	16%	-4%	1	-24%
COc1ccc(CC(=O)OCC(=O)c2ccc[nH]2)cc1	nt	18%	nt	2%	nt	9%
Cn1c(=O)n(C)c2cc(NC(=O)c3ccc(F)cc3)c(Br)cc21	-10	?	0%	3%	0	2.9µM*
CCc1oc2ccccc2c1C(=O)c1cc(Br)c(O)c(Br)c1	-8&-7	-9%&-6%&6%	?	-16%&3%	1&-2	-26%&-8%&7%
CCN(N=Nc1cccc([N+](=O)[O-])c1)c1cccc([N+](=O)[O-])c1	-10	nt	6%	2%	-3	-25%
O=C(C1CCC(=O)N(C2CC2)C1)N1CCC(Oc2cccc(C(F)(F)F)c2)CC1 (stereo not drawn)	17	?	5%	0%	24*	37%[activator]
COC(=O)c1ccccc1NC(=O)c1cc(C2CC2)on1	22	-4%	4%	2%	0	22%
O=C(NCc1ccccc1)c1ccccc1C(=O)c1ncc[nH]1	11	8%	-10%	0%	-3	?
CC(C(=O)Nc1ccccc1Oc1ccccc1)c1ccccc1 (stereo not drawn)	20	4%	3%	-6%	-2	57%[activator]
CCCCCCCCSc1nnc(-c2ccc(OC)cc2)o1	-7	nt	-2%	0%	-4	15%
CCCS(=O)(=O)N1CCC(C(=O)N2CCCC2)CC1	14	12%	3%	8%	-2	12µM*
Cc1ccc(S(=O)(=O)c2cc3cc(Br)ccc3oc2=O)cc1	7	35%[activator]	3%	-9%	6	1.7µM*
O=C(c1cc(F)ccc1F)C1CCCN(C(=O)c2ccc(F)cc2Cl)C1 (stereo not drawn)	5	-13%	1%	6%	-4	1.2µM*
CC(c1ccccc1F)n1cc(C(=O)NCCCn2ccnc2)nn1 (stereo not drawn)	-3	-6%	-4%	-1%	2	268%[activator]
CCCCCC(=O)Nc1cccc(C2=NOC3(C2)C[C@@H](C(N)=O)N(C(=O)c2cc([N+](=O)[O-])cc([N+](=O)[O-])c2)C3)c1 (stereo partly drawn)	-4	?	-15%	-1%	-4	?
CC(C)N(C(=O)/C=C/c1cccc([N+](=O)[O-])c1)C(C)C	-4	?	4%	nt	6	34%[activator]
COc1ccccc1NC(=O)C1CCCN(c2nc(C)cc(C)n2)C1 (stereo not drawn)	-1	?	0%	0%	-2	16%
Cc1cccc(C)c1N1CCN(C(=O)Cn2cncn2)CC1	-9	-13%	0%	?	11	9%
O=C(/C=C/c1cccc(O)c1)c1cccnc1	19	6%	-4%	?	11	-18%
CC(NC(=O)c1cccc(S(=O)(=O)N(C)C)c1)c1nc2ccccc2[nH]1 (stereo not drawn)	15	?	2%	2%	1	?
CCCNC(=O)CSc1nnc(-c2ccc(F)cc2)o1	-4	22%	3%	14%	7	101%[activator]
Cn1c(O)c(C2=NNC(c3ccc(Cl)cc3)C2)c(=O)n(C)c1=O (stereo not drawn)	-4	13µM*	?	3%	0	?
COc1cc(Cl)ccc1NC(=S)N(CCN(C)C)C(C)c1ccncc1 (stereo not drawn)	-5	?	2%	8%	-1	?
CCOC(=O)C1CCN(S(=O)(=O)c2ccc3c(c2)NC(=O)C(C)S3)CC1 (stereo not drawn)	-10	?	12%	1%	-3	67%[activator]
O=C(NC1CCCCC1)C(c1cccs1)N(C(=O)c1ccco1)c1ccc2c(c1)OCCO2 (stereo not drawn)	10*	?	-29%	?	24*	303%[activator]
CCNC(=O)c1c(N)sc2c1CCCCC2	-8	?	?	?	-5	-17%
O=C(CCNC(=O)c1ccco1)Nc1ccccc1	17	-6%	7%	2%	5	?
CCOc1ccc(/C=C2/SC(=S)N(n3c(C)ccc3C)C2=O)cc1	-4	nt	3%	-2%	12	?
COc1ccc(Br)cc1/C=N/Nc1ccccn1	11	10%	1%	8%	3	?
O=C1NC(=S)CN1c1ccccc1	7	3%	?	-27%	-3	20%
O=c1[nH]c2ccc(S(=O)(=O)N3CCCCC3)cc2s1	-4	20%	?	5%	-4	26%
COc1ccc(CNC(=O)c2cccc(S(=O)(=O)N3CCN(c4ccc(F)cc4)CC3)c2)cc1	nt	?	nt	2%	nt	?
S=c1nc(Cc2ccccc2)[nH]c2ccccc12	-7	nt	9%	-5%	-2	?
CCCCNC(=O)c1ccc2c(c1)ncn2C1CCCCC1	-4	?	4%	3%	12	?
S=c1[nH]nc(COc2ccccc2)n1/N=C/c1cccc(Cl)c1Cl	2	-7%	24%	11%	1	-8%

The list continues:
SMILES	Shiga inhibitor	Pf growth 48h	FBPA Giardia inh	Sm TGR inh	Cycloheximide cs	Pf growth 96h
C/C(=N\NC(=O)c1cccc(Br)c1)c1ccccn1	87*	0.74µM*	?	0%	27*	-6%
O=C(CCCCCn1c(=S)[nH]c2ccc(N3CCOCC3)cc2c1=O)NCc1ccccc1	-2	-19%	-4%	6%	13	?
Cc1c(C(=O)NC2CCS(=O)(=O)C2)oc2ccccc12 (stereo not drawn)	-7	19%	-8%	9%	8	8%
CCOC(=O)c1ccc(-n2ccnc2)c(NC(=O)c2ccc(C(C)(C)C)cc2)c1	-13	13µM*	4%	-10%	-4	15µM*
Cc1cc(C)c(S(=O)(=O)Nc2ccccc2C(=O)N2CCCC2)c(C)c1	8	-14%	-3%	-12%	7	?
O=C(NCCCN1CCCC1=O)c1cc(-c2ccc3c(c2)OCO3)nc2ccccc12	-5	-4%	0%	1%	8	89%[activator]
c1ccc(CCn2cnc3ccccc32)cc1	25	25%	-1%	-3%	29*	84%[activator]
Cc1ccc(-n2c(C)cc(C(=O)NS(=O)(=O)c3ccc(C)cc3)c2C)cc1	4	4%	?	-14%	-2	29%
Cc1ccc(Cn2ncc3c(N4CCCC4)ncnc32)cc1	1	-25%	2%	-3%	8	?
COc1cccc(-n2c([S-])c(C(=O)Nc3ccc(C(F)(F)F)cc3)[n+]3ccccc23)c1	25	?	1%	-9%	16	1%
CC1CCN(C(=O)CNC(=O)CNC(=O)Cc2ccccc2)CC1	17	10%	nt	-18%	-4	?

Hits appear at their usual frequency, and some 24% of all compounds hit somewhere here.
